TWEAK Fn14 block: blocks TWEAK-Fn14 interaction in a reporter cell assay | inhibition, % at 10 µM | AID 1159606 | actives 2% (n = 360,000) | TWEAK-stimulated Fn14 reporter cells, luciferase luminescence, 8 h; in the data active means inhibition above about 50%
TLR9-MyD88 inh: inhibitors of human TLR9-MyD88 binding; CHO BLA complementation TLR9-MyD88, CCF4 FRET ratio; Q9NR96+Q99836; actives 0.21% (n = 340,000); inhibition, % at 4.98 µM;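 active means inhibition above the mean over all tested compounds plus 3 SD, cut at about 21% in these data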;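 further: 0% = DMSO only wells and 100% = clavulanate BLA inhibitor control wells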
Exocytosis inh: blocks lytic granule exocytosis; TALL-104 LAMP-1 surface exposure, flow cytometry; cells stimulated with thapsigargin and PMA; inhibition, % at 10 µM; actives 0.66% (n = 360,000);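 active means inhibition above about 55%, limit read from the data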
NR2F2 inh: blocks human COUP-TFII nuclear receptor; P24468; HEK293T NGFI-A luciferase reporter, luminescence; inhibition, % at 8.6 µM; actives 0.7% (n = 370,000);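 active means inhibition above a per-plate cutoff, mean inhibition of test wells between control levels plus 3 SD, cut at about 38% in these data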;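 further: cells cotransfected with COUP-TFII expression vector driving the NGFI-A reporter; 0% = median of COUP-TF2 test wells and 100% = reporter-only cells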
NR5A2 inv ag: suppresses constitutive activity of human LRH-1. AID 602396. actives 0.13% (n = 360,000). O00482. HEK293T StAR-luciferase reporter, LRH-1 transfected, 24 h. inhibition, % at 3.6 µM;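 active means inhibition above the mean inhibition of all tested compounds plus 3 SD, cut at about 73% in these data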;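 further: 0% = DMSO wells and 100% = reporter-only cells lacking LRH-1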
NCOA3 inh: inhibitors of human steroid receptor coactivator 3 (SRC3); AID 588352; actives 0.17% (n = 360,000); HEK293 GAL4-SRC3 luciferase reporter, luminescence; inhibition, % at 3.6 µM;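 active means inhibition above a per-campaign cutoff, the mean of all compounds plus 3 SD, cut at about 60% in these data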;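 further: 0% = DMSO-treated cells and 100% = gossypol-treated cells at 36 µM; higher means less SRC3-driven luciferase light from the GAL4 reporter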
NCOA2 inhibitor: human SRC2 (NCOA2) inhibition; inhibition, % at 9 µM; HEK293 GAL4-SRC2 luciferase reporter, luminescence; actives 0.17% (n = 370,000);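 active means inhibition above the mean inhibition of all tested compounds plus 3 SD, set per campaign, cut at about 52% in these data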;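 further: 0% = DMSO treated cells and 100% = cells given Gossypol at 36 µM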
ABHD5 PLIN5 PPI: inhibitors of human ABHD5-perilipin-5 interaction. AID 602281. Split G. princeps luciferase complementation, luminescence, 4 h. inhibition, % at 4 µM. Q00G26+Q8WTS1. actives 0.78% (n = 360,000);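 active means inhibition above the mean inhibition across every tested compound plus 3 SD, cut at about 22% in these data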;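 further: 0% = DMSO only wells and the 100% control is not disclosed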
NOD2-RIPK2 inh: blocks binding of human NOD2 to RIPK2; O43353; inhibition, % at 4.98 µM; actives 0.38% (n = 360,000); CHO BLA complementation NOD2-RIPK2, CCF4 ratio; in the data active means inhibition above about 21%;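 further: 0% = vehicle only and 100% = reference blocker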
TROY signal inh: inhibitors of TROY-dependent NF-kB signaling; Q293 LMP1-TROYcd NF-kB luciferase reporter, 4 h; inhibition, % at 10 µM; actives 0.98% (n = 360,000); AID 1347056;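 active means compounds whose plate-normalised and pattern-corrected inhibition of the luciferase reporter signal at the single screening dose is 50% or more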
SRC1 inh: inhibits human SRC1 coactivator; actives 0.12% (n = 360,000); HEK293 GAL4-SRC1 luciferase reporter, luminescence; inhibition, % at 3.6 µM; AID 588354;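 active means inhibition above the campaign mean plus 3 SD, with each screening campaign given its own cutoff, cut at about 60% in these data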;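 further: 0% = DMSO treated cells and 100% = gossypol at 36 µM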
Target sequence (Q15788 whole entry, looked up, the tested form may be a part): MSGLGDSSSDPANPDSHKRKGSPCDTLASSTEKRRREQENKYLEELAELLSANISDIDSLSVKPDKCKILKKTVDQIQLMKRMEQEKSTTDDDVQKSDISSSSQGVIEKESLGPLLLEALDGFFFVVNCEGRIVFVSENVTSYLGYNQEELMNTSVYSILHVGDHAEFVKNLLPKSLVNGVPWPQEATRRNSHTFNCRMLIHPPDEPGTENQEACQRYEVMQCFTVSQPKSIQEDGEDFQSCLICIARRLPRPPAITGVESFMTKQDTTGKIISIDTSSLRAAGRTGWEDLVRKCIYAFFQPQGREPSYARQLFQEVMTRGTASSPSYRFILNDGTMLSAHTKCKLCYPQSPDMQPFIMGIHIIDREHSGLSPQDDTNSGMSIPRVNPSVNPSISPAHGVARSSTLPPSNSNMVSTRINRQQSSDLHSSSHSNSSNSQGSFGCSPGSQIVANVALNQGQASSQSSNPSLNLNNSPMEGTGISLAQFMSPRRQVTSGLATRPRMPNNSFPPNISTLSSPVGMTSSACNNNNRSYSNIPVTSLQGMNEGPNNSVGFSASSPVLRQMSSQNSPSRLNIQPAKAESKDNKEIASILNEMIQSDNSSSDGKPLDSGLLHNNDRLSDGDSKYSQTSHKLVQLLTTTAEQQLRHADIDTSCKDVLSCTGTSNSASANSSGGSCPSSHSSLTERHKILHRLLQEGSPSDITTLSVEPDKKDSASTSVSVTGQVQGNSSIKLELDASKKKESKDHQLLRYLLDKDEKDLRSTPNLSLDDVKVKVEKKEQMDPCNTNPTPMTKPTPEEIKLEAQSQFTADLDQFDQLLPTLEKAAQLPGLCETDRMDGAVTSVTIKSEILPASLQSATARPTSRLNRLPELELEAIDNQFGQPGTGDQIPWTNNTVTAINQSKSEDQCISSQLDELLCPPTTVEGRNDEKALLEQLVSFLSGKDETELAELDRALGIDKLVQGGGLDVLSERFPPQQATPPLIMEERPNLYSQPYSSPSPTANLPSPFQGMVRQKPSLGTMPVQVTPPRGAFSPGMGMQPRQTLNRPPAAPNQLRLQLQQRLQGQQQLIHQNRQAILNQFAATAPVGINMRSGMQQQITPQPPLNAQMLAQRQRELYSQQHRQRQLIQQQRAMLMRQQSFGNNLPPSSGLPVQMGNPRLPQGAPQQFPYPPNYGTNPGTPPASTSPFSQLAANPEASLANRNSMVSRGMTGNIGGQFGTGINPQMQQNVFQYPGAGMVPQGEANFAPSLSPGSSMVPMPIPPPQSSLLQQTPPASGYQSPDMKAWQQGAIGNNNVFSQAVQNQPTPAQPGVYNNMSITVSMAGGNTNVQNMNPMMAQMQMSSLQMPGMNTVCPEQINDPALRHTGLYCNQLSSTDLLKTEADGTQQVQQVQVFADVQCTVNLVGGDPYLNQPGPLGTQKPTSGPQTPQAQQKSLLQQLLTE
* marks the source's active call; other numbers are inactive results; / = no result given. These rows are one share of the data, so the mix of outcomes need not match the whole.

SMILES	TWEAK Fn14 block	TLR9-MyD88 inh	Exocytosis inh	NR2F2 inh	NR5A2 inv ag	NCOA3 inh	NCOA2 inhibitor	ABHD5 PLIN5 PPI	NOD2-RIPK2 inh	TROY signal inh	SRC1 inh
O=C(CN1CCOCC1)NNC(=S)Nc1ccc(Cl)cc1	1	-10	-2	1	-10	23	13	2	-3	0	3
Cc1nnsc1-c1c(C(=O)N2CCOCC2)c(C)nn1-c1ccc(Cl)cc1	-4	-5	2	19	6	8	7	-3	-7	-8	12
COc1ccc(CC(=O)NCc2csc(-c3cccs3)n2)cc1OC	20	-2	11	11	-1	15	11	12	-2	-13	12
O=C1C=C(Nc2ccc(F)cc2)c2ccccc2C1=O	47	-3	-3	17	10	-5	1	2	0	32	3
CCOC(=O)c1ccc(COC(=O)CCc2nc3ccccc3[nH]c2=O)o1	20	-3	0	4	5	4	-6	3	-4	2	6
O=c1[nH]c(=O)n2c(c1-c1ccccc1)OC(CBr)C2 (stereo not given)	-19	-2	0	-13	-12	8	1	1	-8	7	-2
COc1ccc2c(=O)cc(CO)oc2c1	24	3	-4	-5	-2	-2	-7	-3	0	9	-8
O=C(c1c(F)cccc1F)N1CCC(O)(c2cccnc2)CC1	0	1	-2	13	6	3	5	5	-6	13	2
C[C@@H](NC(=O)c1coc(=O)c(Br)c1)c1ccccc1	87*	-7	6	3	-4	-12	-1	-7	1	9	-4
Cc1nnc(C)n1N	-15	-18	-4	13	5	14	-5	6	-2	0	4
Cc1n[nH]c(=S)c2nn(-c3ccccc3F)c(C)c12	9	-3	0	-5	-4	-4	-19	-2	-14	-6	10
C/C=N/NC(=O)CCCC(=O)N/N=C/C	-14	3	3	0	-1	14	-9	-2	-10	-14	-18
Cc1cc(SCC(=O)c2ccc(Cl)cc2)nc(=O)[nH]1	-38	2	1	-42	-125	-110	-37	-21	-7	17	-198
Cc1nc2c(cc1C(=O)N/N=C/c1ccc([N+](=O)[O-])cc1)c(=O)n(C)c(=O)n2C	-4	-12	-5	-2	-15	0	18	-5	7	10	-11
CC(C)C(=O)Nc1ncc(Cc2ccccc2Cl)s1	26	0	-2	1	4	15	4	-4	4	-19	6
CN(C)CCCNC(NC(=O)c1cccs1)C(Cl)(Cl)Cl (stereo not given)	0	-12	-4	6	0	-10	5	0	-23	-10	4
CCOC(=O)c1c(C)[nH]c(C(=O)COC(=O)/C=C/c2ccc(OCC#N)c(OC)c2)c1C	-19	1	-2	-14	15	12	9	-2	-9	1	-6
O=C(NC1CCCCC1)C1c2ccccc2OCC(=O)N1C1CC1 (stereo not given)	-6	/	-2	-3	17	/	-38	0	1	10	/
C=Cc1ccc(Cn2c(C)c(C(=O)NCc3ccc4c(c3)OCO4)sc2=O)cc1	15	/	0	7	-7	20	-13	-3	8	21	0
Cc1nc2c(-c3ccccc3)c[nH]n2c(=O)c1Cc1ccccc1	28	1	1	-31	-53	-23	-54	-1	7	20	-52
CCC[C@@H]1CCCO[C@@](C(=O)NCCN2CCOCC2)(C(F)(F)F)C1	-7	2	2	6	2	-16	-24	1	-6	5	-25
CCSC1=N/C(=C\c2ccc(-c3ccccc3[N+](=O)[O-])o2)C(=O)S1	2	8	4	9	18	-14	-30	-22	-7	-9	-11
C#Cc1cccc(NC(=O)CSc2nnc(-c3ccc(C(F)(F)F)cn3)o2)c1	-28	2	3	-11	-51	-14	-17	-2	-4	-10	-51
CN1CCC(=O)N(CCSc2ccccc2)CC1	-3	12	12	-12	-62	-25	-28	4	-2	-66	-63
O=C(O)c1nnn(-c2ccc([N+](=O)[O-])cc2)c1-c1ccccc1	-8	-10	-3	-5	-15	15	-10	3	-9	4	-7
CCOC(=O)C(=O)Nc1nnc(COc2ccccc2)s1	16	-10	-1	-17	-13	-3	1	1	9	10	-15
Cc1occc1-c1nnc(SCC(=O)c2ccc3c(c2)OCCO3)n1CC1CCCO1 (stereo not given)	-1	19	0	17	9	-24	-4	9	-2	8	-4
C[C@@H]1CN(S(=O)(=O)c2c(F)cccc2F)CCN1S(=O)(=O)c1ccc2c(c1)OCCO2	-15	-2	0	6	-11	0	-25	4	11	-10	-13
O=C1CC(c2ccc(O)c(O)c2)Oc2cc(O)cc(O)c21 (stereo not given)	3	-1	-3	4	-4	8	18	7	6	-40	-8
COc1ccc2c(c1OC)C(=O)N1C2SC[C@H]1C(=O)NC1CC1 (stereo not given in full)	-12	-18	-3	-11	11	0	11	-4	-12	9	-2
Cc1ccc(NC(=O)N2CCC(C(=O)NCC(C)C)CC2)cc1	-14	-11	-1	2	-23	-24	-9	0	-11	-32	4
COc1ccc(C(=O)Nc2ccccc2C(=O)N/N=C/c2ccc(O)c(OC)c2)cc1	103*	-4	-1	77*	46	70*	55*	-2	3	85*	64*
CCOC(=O)c1cccc(NC(=O)Nc2cc(OC)ccc2OC)c1	28	3	1	3	7	11	4	-3	3	13	-5
COc1ccc(C2=NN(c3nc4ccccc4s3)C(=O)C2)cc1	-6	-3	9	2	-26	-10	-30	1	3	4	4
COc1cc(OC)c([N+](=O)[O-])cc1/C=N/NC(=O)c1ccncc1	-4	8	-9	8	10	3	0	-2	5	9	-1
C[C@@H]1CN([C@H](C)CO)C(=O)CCCn2nncc2CO[C@@H]1CN(C)C(=O)c1cc(-c2ccccc2)on1	16	1	9	4	-10	-1	-4	-1	9	9	11
COc1ccc(CN2C(=O)c3ccccc3C(/C=N\OCc3ccc(F)cc3)C2=O)cc1 (stereo not given)	-9	-5	0	9	0	16	-20	-5	4	-1	-8
CCOc1ccc(S(=O)(=O)N2CCc3cc(OC)c(OC)cc3C2)cc1	5	7	-2	-6	19	0	1	2	0	4	-17
O=C(NC(Cc1ccccc1)C(=O)O)/C(=C/c1ccccc1)NC(=O)c1ccccc1 (stereo not given)	-9	-11	2	-10	11	5	22	2	-10	15	-16
COc1ccc(C)cc1NC(=S)NN1CCN(C)CC1	10	0	-1	7	-3	-14	-51	-1	1	-2	13

Two entries from above, with each value named.
Compound: O=C(NC1CCCCC1)C1c2ccccc2OCC(=O)N1C1CC1 (stereo not given)
  TWEAK Fn14 block = -6 | TLR9-MyD88 inh = / | Exocytosis inh = -2 | NR2F2 inh = -3 | NR5A2 inv ag = 17 | NCOA3 inh = / | NCOA2 inhibitor = -38 | ABHD5 PLIN5 PPI = 0 | NOD2-RIPK2 inh = 1 | TROY signal inh = 10 | SRC1 inh = /

Compound: C=Cc1ccc(Cn2c(C)c(C(=O)NCc3ccc4c(c3)OCO4)sc2=O)cc1
  TWEAK Fn14 block = 15 | TLR9-MyD88 inh = / | Exocytosis inh = 0 | NR2F2 inh = 7 | NR5A2 inv ag = -7 | NCOA3 inh = 20 | NCOA2 inhibitor = -13 | ABHD5 PLIN5 PPI = -3 | NOD2-RIPK2 inh = 8 | TROY signal inh = 21 | SRC1 inh = 0

Additional records.
SMILES	TWEAK Fn14 block	TLR9-MyD88 inh	Exocytosis inh	NR2F2 inh	NR5A2 inv ag	NCOA3 inh	NCOA2 inhibitor	ABHD5 PLIN5 PPI	NOD2-RIPK2 inh	TROY signal inh	SRC1 inh
O=C(N/N=C/c1ccccc1Cl)C1CC1	-5	0	-3	13	-21	16	-19	9	-2	-35	-10
COC(=O)CC1(C(=O)OC)Oc2ccc(Br)cc2C(=O)N1c1cc(Cl)cc(Cl)c1 (stereo not given)	18	-1	7	5	18	17	3	6	0	-3	15
O=C(O)Cn1nnc(-c2ccccc2)c1COc1ccccc1	-15	/	3	2	-4	5	-8	-4	-6	-5	6
O=C(CSc1nnc(Nc2ccccc2F)s1)NCC1CCCO1 (stereo not given)	-22	-9	-13	-11	-1	-14	-57	0	1	-16	-36
O=C(Nc1ccc2c(c1)CCCN2C(=O)c1cccs1)c1ccccc1	-37	-4	2	6	-4	-13	-10	4	-7	-16	-31
CC(C)n1ncc2c(C(=O)N3CCN(c4ccc(F)cc4)CC3)cc(-c3ccccc3)nc21	-6	-5	7	7	6	-3	11	-12	-2	10	5
O=C(CN1C(=O)c2ccccc2C1=O)NCC(=O)Nc1ccccc1	-8	-5	0	0	-15	-15	1	2	-3	-2	-8
CCN1CCCC1CNC(=O)CSCc1nc(-c2ccccc2C)oc1C (stereo not given)	-4	-2	-1	10	10	-2	8	7	1	-11	1
CC(C)CC(=O)Nc1nnc(SCC(=O)NCc2ccco2)s1	14	0	0	-10	-12	3	6	-5	-2	13	5
COc1ccc(Cl)c(Cn2c(NCCCN(C)C)nc3c2c(=O)n(C)c(=O)n3C)c1	-6	5	-2	-23	18	-4	-14	-5	-3	-2	4
COC(=O)c1c(N)nc(C)n1-c1ccc(OC)cc1	-2	5	3	15	-8	1	-1	-5	-20	7	11
CC(C(O)c1cc(=O)c(OCc2ccccc2)co1)[N+](=O)[O-] (stereo not given)	-1	-4	12	1	-5	-22	-27	2	-1	-16	-12
S=c1[nH]nc(-c2cc(-c3ccccc3)n[nH]2)n1/N=C/c1cccs1	13	4	9	16	-2	14	2	-11	-1	-8	-7
Cc1ccc(N2CC(C(=O)OCC(=O)c3ccc(C)c([N+](=O)[O-])c3)CC2=O)cc1 (stereo not given)	-6	0	-2	-3	3	5	-17	-3	7	0	-6
CC(C)c1nnc(NC(=O)C2CCN(C(=O)c3ccco3)CC2)s1	44	2	-5	-2	-5	6	-9	2	-16	-4	12
Cc1cc(C)cc(C(=O)Nc2nnc(SCC(=O)N3CCCc4ccccc43)s2)c1	-14	2	-2	-5	5	-6	-6	1	-2	-29	-6
Clc1ccc(C2CC(c3cccs3)n3ncnc3N2)cc1Cl (stereo not given)	1	-8	-2	5	17	-32	-6	0	-4	25	-4
Cc1ccc(CNC(=O)C2CCCN(S(=O)(=O)c3ccc(-n4cnnn4)cc3)C2)cc1 (stereo not given)	10	-1	4	4	-1	-8	8	0	-6	17	6
Cc1nc2nc(C)c(NS(=O)(=O)c3ccc(Cl)s3)c(=O)n2[nH]1	39	6	-15	19	1	13	-9	3	-8	-14	-5
O=C1C2C3c4ccccc4C(c4ccccc43)C2C(=O)N1CN1CCOCC1 (stereo not given)	-12	0	-2	7	-24	-19	-31	5	-7	-7	-4
COC(=O)c1cn(CC(=O)N2C(C)CCCC2C)c2ccccc12 (stereo not given)	-7	2	-6	-8	-2	3	-2	5	-2	4	1
CCCCN(C)C(=O)CCC(=O)NNc1nc2ccccc2c2nc(C)nn12	76*	-2	1	-17	11	6	-4	3	2	-6	6
CC(c1nnc(SCC(=O)Nc2ccc3[nH]c(=O)[nH]c3c2)n1Cc1ccccc1)N(C)C (stereo not given)	9	-1	-2	13	-24	10	-37	0	-1	-23	5
O=[N+]([O-])c1cccc(/C=N/n2cnnc2)c1	-22	-1	5	10	3	14	-6	3	-6	8	2
CC(C(=O)NCCN1CCOCC1)(c1ccccc1)c1ccccc1	5	-1	-4	14	-11	-3	-7	1	-27	-24	-15
CCCC(C(=O)NC1CCCC1)N(Cc1ccccc1Cl)C(=O)c1snc(C(N)=O)c1N (stereo not given)	3	5	2	3	-9	2	-21	7	-1	-6	8
Cc1ccc(S(=O)(=O)N(C)C)cc1NC(=O)COc1cccc(-n2cnnn2)c1	-18	1	-4	18	2	-2	-14	3	4	-5	9
Clc1ccc(-c2nc3ccc(Cl)cn3c2Cc2cccc(Cl)c2)cc1	2	/	2	-12	-83	-16	-15	-4	-9	14	-25

Compound activity deposited in PubChem BioAssay by several laboratories.
